E-sel TNF inh: blocks E-selectin expression induced by TNF alpha | HUVEC TNFa-induced E-selectin immunofluorescence, high content | inhibition, % at 2 µM | 120,000 compounds, 0.71% hits;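 active = inhibition above the batch mean plus 3 SD, and confirmed as a hit on visual image review, cut at about 43% in these data; inconclusive = passes the inhibition cutoff but fails visual image review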;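 also: 0% = TNF-stimulated DMSO wells and 100% = unstimulated control wells; not every result past the cut was called active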
Phagocyt inh: blocks phagocytosis by macrophages; inhibition, % at 5 µM; J774A.1 macrophage IgG-bead phagocytosis, imaging; 110,000 compounds, 0.07% hits; AID 1029;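 active = inhibition above the mean of the plate negative controls plus 5 SD, cut at about 13% in these data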;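 also: phagocytic index as fraction of beads internalized from green versus red external bead signal; plate controls were DMSO negative control for no effect and cytochalasin-D positive control for full effect; some results beyond the cut were filed as inactive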
GALR2 antag: GALR2 (human) receptor antagonism | O43603 | GALR2-expressing cells, antagonist mode | inhibition, % at 4 µM | 140,000 compounds, 0.39% hits | AID 828; in the data active = inhibition above about 27%;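 also: cells stimulated with galanin 1-16 at roughly its EC80; 0% = agonist challenge control and 100% = basal control without agonist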
Target sequence (O43603 whole entry, looked up): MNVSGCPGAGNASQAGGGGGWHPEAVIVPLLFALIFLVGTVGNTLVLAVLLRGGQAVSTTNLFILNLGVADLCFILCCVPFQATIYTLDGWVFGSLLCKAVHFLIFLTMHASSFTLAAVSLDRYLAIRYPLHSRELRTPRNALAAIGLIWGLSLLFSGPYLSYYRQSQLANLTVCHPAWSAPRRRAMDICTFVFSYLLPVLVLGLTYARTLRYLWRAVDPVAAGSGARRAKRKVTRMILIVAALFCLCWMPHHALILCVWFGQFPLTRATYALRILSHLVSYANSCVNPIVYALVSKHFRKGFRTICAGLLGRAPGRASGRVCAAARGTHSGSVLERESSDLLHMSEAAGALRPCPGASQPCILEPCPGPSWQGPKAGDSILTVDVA
Yeast growth inh: yeast BB579 growth reduction in restrictive medium; inhibition, % at 10 µM; S. cerevisiae BB579 growth, OD615, 48 h; 140,000 compounds, 0.51% hits;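 active = inhibition above a set limit, 3 SD over the mean compound inhibition, cut at about 44% in these data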; also: inactives centre near -24
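controls = amphotericin B 10 µg/mL, positive | assay system = DeaD yeast strain BB579 | schedule = 48 h compound exposure at 30 °C after 4 h preincubation | detection = OD615 turbidity measurement | medium = restrictive CSMM-D medium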
MRP1 act: activates MRP-1. 140,000 compounds, 0.61% hits. H69AR cells + doxorubicin, viability rescue, CellTiter-Glo. viability increase, % at 10 µM. AID 799;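 active = viability gain under doxorubicin at or above a set limit, the compound median plus 3 SD, cut at about 4.7% in these data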;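 also: MRP-1 overexpressing cells given doxorubicin 25 µM after compound pretreatment; 18-22 h compound pretreatment then 72 h with doxorubicin before readout; 0% = doxorubicin-only wells and 100% = vehicle-treated cells without doxorubicin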
Measles CPE: protection of cells from measles virus. Measles virus-infected cells, CPE protection, absorbance. protection (pct of control), % at 4 µM. 140,000 compounds, 1.5% hits; in the data active = protection mostly above about 24%, no sharp cut-off; inactive = mostly below about 26%; also: some compounds called inactive have numbers as strong as hits
Yeast lifespan up: yeast lifespan extension. S. cerevisiae growth with nicotinamide, OD615; deaD strain in restrictive glucose medium. inhibition of the nicotinamide effect, % at 10 µM. 130,000 compounds, 0.68% hits. AID 775;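 active = inhibition above a set limit, placed 3 SD over the median of all compounds, cut at about 26% in these data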;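 also: 0% = nicotinamide-treated wells and 100% = cells grown without nicotinamide; some compounds called inactive have numbers as strong as hits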
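Assay system: engineered S. cerevisiae DeaD replicative-lifespan strain, galactose-grown log-phase cells; medium: restrictive CSMM-D dextrose medium; also added: nicotinamide, 1.5 mM, co-present with compound; schedule: 48 h compound exposure at 30 °C, humidified; detection: absorbance at 615 nm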
bCat KO growth: beta-catenin-lacking colon tumor cell growth suppression | HCT116 beta-catenin knockout viability, CellTiter-Glo, 60 h; hits give low values | 140,000 compounds, 1.5% hits | viability, % at 10 µM;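 active = viability at or under a set limit, the compound median less 4 SD, cut at about 6% in these data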;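 also: 0% = Hyamine 1622 control at 20 µM and 100% = untreated cell control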
NPY-Y2 antag: NPY-Y2 (human) receptor antagonism; NPY-Y2 expressing cells, antagonist mode; inhibition, % at 2.7 µM; 140,000 compounds, 0.99% hits; AID 793; in the data active = inhibition above about 17%;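 also: 0% = vehicle with agonist challenge and 100% = reference antagonist with challenge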
Target sequence (P49146 whole entry, looked up): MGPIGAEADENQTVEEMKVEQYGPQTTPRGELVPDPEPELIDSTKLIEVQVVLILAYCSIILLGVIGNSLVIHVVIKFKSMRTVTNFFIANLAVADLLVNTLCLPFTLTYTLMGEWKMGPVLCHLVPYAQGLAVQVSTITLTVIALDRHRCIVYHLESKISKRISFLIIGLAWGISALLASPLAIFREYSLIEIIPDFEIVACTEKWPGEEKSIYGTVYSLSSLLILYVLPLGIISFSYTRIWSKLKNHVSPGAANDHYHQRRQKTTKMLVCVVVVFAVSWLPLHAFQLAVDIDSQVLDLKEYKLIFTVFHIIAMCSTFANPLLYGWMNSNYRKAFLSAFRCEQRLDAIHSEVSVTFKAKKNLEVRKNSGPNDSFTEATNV
HCT116 PTEN-null: suppresses growth of cells with PTEN deletion; HCT116 PTEN-null viability, CellTiter-Glo, 60 h; hits give low values; viability, % at 10 µM; 140,000 compounds, 1.2% hits;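 active = viability at or below a set limit, 4 SD under the median of all tested compounds, cut at about 3.7% in these data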;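 also: PTEN knockout HCT116 line with beta catenin targeted HCT116 as companion control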
Starred values were filed as active, the others as inactive; ? = inconclusive; . = not tested or not shown. Rows were taken by chance, and some 6.1% of all compounds hit somewhere here.

SMILES	E-sel TNF inh	Phagocyt inh	GALR2 antag	Yeast growth inh	MRP1 act	Measles CPE	Yeast lifespan up	bCat KO growth	NPY-Y2 antag	HCT116 PTEN-null
N#Cc1ccc(-c2ccc(F)cc2)nc1Sc1ccc(F)cc1	6.0	-3.7	-6.0	-22.8	-5.2	6.3	-7.0	37.0	3.1	10.9
S=C(NC1CCCCC1)N1CCN(Cc2ccccc2)CC1	.	-2.3	-6.0	4.8	-1.1	6.3	-2.5	82.3	-0.7	81.7
COC(=O)COc1cccc2c(=O)n(CC(=O)NCCc3ccccc3)ccc12	4.5	.	15.1	-7.9	-0.8	18.3	-1.4	94.6	-0.9	95.7
O=C(Nc1nc2ccc(Cl)cc2s1)c1ccc(N2CCCCC2)c([N+](=O)[O-])c1	.	4.8	-4.9	-63.2	-4.7	2.9	3.2	36.7	-0.3	19.9
COC(=O)c1ccc(OCC(O)CN(CCO)CC(O)Cn2ccc3ccccc32)cc1 (centres undefined)	.	-6.6	12.0	1.5	0.4	11.0	-5.8	85.3	1.9	77.9
CCCC(=O)Nc1nc(C)c(-c2csc(Nc3ccccc3C)n2)s1	-37.6	-2.4	-12.3	-29.6	-3.4	8.0	-26.4	101.0	8.4	85.8
O=C(Nc1ccc(N2CCCC2)cc1)c1ccc(Br)o1	-7.7	0.2	-2.0	-46.1	-0.3	3.4	-11.5	102.6	0.0	93.3
O=C(O)CN1C(=O)SC(Nc2ccccc2C(=O)O)C1=O (centres undefined)	-6.9	-0.3	13.2	-25.1	-1.3	2.0	-1.0	98.7	4.2	103.2
N#Cc1c(SCC(N)=O)nc2c(c1-c1ccc(O)cc1)CCCC2	-22.6	1.1	4.3	-38.4	-4.7	10.9	-16.4	88.4	2.3	86.8
O=S(=O)(N/N=C\c1cn(-c2ccccc2)nc1-c1ccccc1)c1ccccc1	-42.1	.	1.9	-70.0	2.7	30.0	-0.8	92.9	1.5	100.6
CC(NC(=O)OCc1ccccc1)C(=O)OCN1C(=O)c2ccccc2C1=O (centres undefined)	-21.3	-0.9	-0.2	-2.3	-3.2	12.1	-7.4	95.6	4.3	96.5
COc1ccc(CN2CCN(C(=O)CC(C)C)CC2)c2ccccc12	1.5	-0.7	5.0	11.3	-1.1	4.5	-4.6	86.8	0.7	80.5
CCOC(=O)c1[nH]c(C)c(/C=N/O)c1C	0.8	-0.8	-0.9	13.7	-1.2	6.0	-11.0	109.1	1.4	99.4
COc1ccc(Cn2nnnc2C(c2cccs2)N2CCSCC2)cc1 (centres undefined)	.	3.0	-4.4	-49.7	-1.3	11.3	6.3	82.5	5.9	75.5
COc1ccc(-c2[nH]ncc2/C=C(\C#N)C(=O)NC2CC2)cc1	13.9	0.7	0.0	0.4	-0.6	15.8	-16.9	99.5	-1.5	94.1
CSC1=N/C(=C\c2cccnc2)C(=O)N1c1ccccc1	5.8	.	-10.8	-25.4	-2.6	2.2	-7.6	97.9	1.0	111.2
CN1C(=O)N(C)C(NC(=O)Nc2ccccc2)C1NC(=O)Nc1ccccc1 (centres undefined)	-7.2	-3.0	-9.6	-21.5	-1.1	3.8	-7.5	84.1	1.8	93.5
CCOc1ccccc1C1NC(=O)NC(C)=C1C(=O)OCc1ccco1 (centres undefined)	-6.0	-1.2	-0.1	-31.2	-2.7	4.5	-5.5	98.5	-0.5	96.0
CCCC(=O)Nc1ccc(C(=O)NNC(=S)NC(=O)c2cccs2)cc1	.	.	-5.0	-33.0	-4.8	7.9	61.5	69.9	2.0	65.3
Brc1c(CSc2nncn2-c2ccccc2)nc2sccn12	.	.	-5.3	-32.5	-1.6	8.4	-17.3	91.9	3.1	95.3
CCn1nc(C)c(NC(=O)/C=C/c2ccc(OC)c(COc3ccc(Br)cc3)c2)c1C	-20.1	.	3.0	-33.4	3.7	20.5	.	67.4	10.8	66.9
Cc1c(C(=O)Nc2ccncc2)oc2ccccc12	31.2	0.2	5.3	-6.6	-1.3	14.1	-12.2	88.1	8.4	89.1
CC(C)OC(=O)/C(C#N)=C/c1ccc(-c2ccc(SC(F)F)cc2)o1	.	-5.9	7.1	-15.1	-0.1	.	-1.9	72.8	-1.4	82.1
CCC(C)NC(=O)C(NS(=O)(=O)c1cccc2nsnc12)c1ccccc1 (centres undefined)	?	.	2.5	-17.6	-2.1	5.1	-13.7	92.9	1.5	95.2
Cc1ccc(S(=O)(=O)N2CCN(S(=O)(=O)c3ccccc3)C2)cc1	10.6	-0.9	-6.5	-49.4	-0.8	2.8	-2.4	91.1	0.6	98.6
COc1ccc(/C(O)=C2/C(=O)C(=O)N(CCCN(C)C)C2c2ccccc2)cc1Cl (centres undefined)	3.9	-1.0	-10.4	-49.7	2.9	26.0	2.3	97.0	-2.0	103.0
C=CCn1c(SCC(=O)N2CC(=O)Nc3ccccc32)nc2scc(-c3ccccc3)c2c1=O	-35.7	-5.7	-6.6	-58.4	-4.5	80.7*	-7.0	55.0	-1.0	52.0
Cc1cccc(NC(=S)NC2CCCC2)c1	.	-2.1	-0.4	-2.1	-4.2	9.1	-5.7	87.5	2.6	102.5
CC(CN1CCCC1)OC(=O)COc1ccccc1 (centres undefined)	6.6	-0.7	-0.6	-43.7	-0.9	10.7	2.3	103.0	-0.4	104.4
CCOC(=O)C(NC(=O)NCc1ccc(OC)cc1)(OCC)C(F)(F)F (centres undefined)	.	-6.1	11.2	0.1	1.9	10.2	0.1	88.0	-0.4	90.2

Some of the entries so far, bar-delimited.
SMILES | E-sel TNF inh | Phagocyt inh | GALR2 antag | Yeast growth inh | MRP1 act | Measles CPE | Yeast lifespan up | bCat KO growth | NPY-Y2 antag | HCT116 PTEN-null
C=CCn1c(SCC(=O)N2CC(=O)Nc3ccccc32)nc2scc(-c3ccccc3)c2c1=O | -35.7 | -5.7 | -6.6 | -58.4 | -4.5 | 80.7* | -7.0 | 55.0 | -1.0 | 52.0
Cc1cccc(NC(=S)NC2CCCC2)c1 | . | -2.1 | -0.4 | -2.1 | -4.2 | 9.1 | -5.7 | 87.5 | 2.6 | 102.5
CC(CN1CCCC1)OC(=O)COc1ccccc1 (centres undefined) | 6.6 | -0.7 | -0.6 | -43.7 | -0.9 | 10.7 | 2.3 | 103.0 | -0.4 | 104.4
CCOC(=O)C(NC(=O)NCc1ccc(OC)cc1)(OCC)C(F)(F)F (centres undefined) | . | -6.1 | 11.2 | 0.1 | 1.9 | 10.2 | 0.1 | 88.0 | -0.4 | 90.2

Other structures follow.
SMILES	E-sel TNF inh	Phagocyt inh	GALR2 antag	Yeast growth inh	MRP1 act	Measles CPE	Yeast lifespan up	bCat KO growth	NPY-Y2 antag	HCT116 PTEN-null
CC(C)CC(=O)Nc1ccc(-c2cn3ccsc3n2)cc1	-9.7	-2.3	-0.9	-49.3	-2.0	2.2	-8.3	116.9	1.3	105.9
CCCCC(=O)Nc1ccc(C(=O)NNC(=S)NC(=O)c2cccs2)cc1	-20.8	-8.1	5.9	-23.2	-2.3	10.3	35.7*	40.8	1.1	44.3
CC(C)[C@H](NC(=O)c1ccccc1)C(=O)OCC(=O)NCCc1ccc(F)cc1	.	-10.3	7.0	-5.2	0.1	15.7	1.0	92.3	3.6	97.0
Cc1c(C(=O)Nc2ccccc2)sc2nc[nH]c(=O)c12	.	-10.1	6.0	-0.6	1.0	13.4	-4.2	90.8	-0.3	91.6
O=C(CSc1nc2ccccc2n1CC(=O)N1CCOCC1)N1CCCC1	16.5	.	4.4	-2.0	-2.6	10.3	.	96.3	-1.4	87.6
O=C(NCC1CCCO1)c1cccc(F)c1 (centres undefined)	-11.9	-2.8	-1.1	-21.8	-3.8	10.7	-15.6	95.4	0.5	90.7
CC1(N2CCOCC2)C(=O)c2ccccc2C1=O	.	-4.4	-12.3	3.7	0.0	42.3	0.7	98.8	0.8	88.4
c1ccc2nc(-c3nc4ccccc4[nH]3)ccc2c1	-48.3	-1.4	20.9	-30.7	-5.5	18.4	-28.0	33.4	5.9	37.2
c1ccc(C2=Nn3c(nnc3-c3n[nH]c4c3CCC4)SC2)cc1	3.2	-0.6	-5.0	-10.3	-2.7	8.0	-7.2	47.4	-2.7	49.7
Cc1ccc(S(=O)(=O)NCc2ccc(/C=C(/C#N)C(=O)NCc3ccccc3)o2)cc1	.	-1.2	6.4	-1.2	-2.7	12.9	-2.4	83.1	-1.2	82.8
COC(=O)[C@H](C)NC(=O)Nc1ccc(C)c(C)c1	-7.2	0.1	-7.1	4.0	0.0	17.8	-3.7	83.4	2.2	89.7
COc1ccc(-c2nc3cnccn3c2Nc2ccc(C)cc2)cc1	.	-0.5	-8.2	-19.4	-1.5	0.6	-12.3	74.8	10.2	69.6
Cc1ccccc1Cn1c(=O)n(CCC(=O)NCc2ccc3c(c2)OCO3)c(=O)c2ccccc21	-26.8	.	-8.9	-2.2	-4.3	22.0	-9.6	82.0	3.1	75.6
N#C/C(=C(\O)CCl)c1nnc2n1CCCCC2	7.5	-0.6	-4.7	1.6	-4.5	2.5	3.8	80.8	3.9	78.4
O=C(N/N=C/c1c(O)n(-c2ccc(Cl)cn2)c(=O)c2ccccc12)c1ccncc1	.	-11.2	14.4	-5.5	-1.3	7.6	-1.1	99.9	1.2	103.7
C=C(C)c1cccc(C(C)(C)NC(=O)Nc2ncccn2)c1	-52.3	0.4	-2.9	-29.9	-2.2	4.9	-3.1	90.9	2.3	95.9
Cn1c(NCCO)nc2c(c1=O)C1(CCCCC1)Cc1ccccc1-2	11.5	-0.5	2.1	2.1	0.2	3.3	-7.0	88.5	-1.2	72.5
COc1ccc(OC)c(C2C(C(C)=O)=C(O)C(=O)N2c2ccc(O)cc2)c1 (centres undefined)	36.0	1.4	5.7	-55.4	-0.4	15.3	5.9	100.5	-1.6	107.5
Clc1ccc(Cn2ncc3c(N4CCCCC4)ncnc32)cc1	-15.9	1.9	5.0	-3.1	1.7	4.7	-11.1	105.2	0.0	91.7
CCOC(=O)NC(=O)CSc1nnnn1-c1ccc(Cl)cc1	-6.4	.	0.7	-25.4	-0.3	41.8	-6.6	95.2	1.1	95.7
CC(C)Nc1nc(NC(N)=S)nc(NC(C)C)n1	.	5.1	-2.6	-7.4	-1.3	4.2	4.0	104.2	0.3	98.8
CC(C)N(C(=O)CN(C#N)c1nc(N(C)C)nc(N(C)C)n1)c1ccccc1	.	.	-5.3	-59.5	-2.3	6.7	-16.4	77.3	-0.5	86.6
CC(C)c1ccc(-c2nc(N3CCCCCC3)nc3n[nH]c(N)c23)cc1	6.5	-1.9	-3.0	19.0	-1.4	2.5	-4.2	101.7	-1.1	91.4
CCc1oc(C(=O)O)cc1CN(CC)CC	19.4	-0.7	-5.4	-38.2	-2.9	14.6	-4.9	84.0	-2.0	93.8
Cc1nnc(SCC(=O)NCc2ccco2)n1-c1ccccc1	-3.3	0.4	-5.9	-57.4	-0.9	14.7	-1.0	108.2	1.6	110.3
O=C(O)c1cc(/C=N\O)ccc1OCc1ccccc1	-3.4	0.1	6.9	-6.0	-2.5	14.6	-6.0	89.0	-2.9	93.1

From PubChem
